TAAR1 agonist = human TAAR1 agonists, primary screen, Fluo-8 calcium fluorescence, CHO RD-HGA16 cells | 360,000 compounds, 0.99% hits | Trace amine-associated receptor 1 (Homo sapiens), Q96RJ0 | activation, % at 3 µM | vehicle wells 0%, saturating PEA agonist 100%;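 active means activation above the mean activation of all test compounds in the run plus 3 SD, cut at about 38% in these data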
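Repeats: no replicates (n 1) | Material: CHO-derived RD-HGA16 cells with stable Gα16 and human TAAR1 | Technique: Kinetic Fluo-8 calcium fluorescence | Schedule: 17-24 h seeding, 75 min 37 °C dye, 30 min RT | Evaluation: % activation from peak over basal fluorescence ratio, DMSO-to-PEA scaled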
CHO parental Ca = ATP-evoked calcium signal inhibitors, parental CHO, primary screen, counter-screen for OX1R antagonist project, cell-based, fluorescence, Fluo-8 calcium dye; inhibition, % at 5.6 µM; AID 463079, 2010; 330,000 compounds, 0.63% hits; parental CHO-K1, ATP-induced calcium, Fluo-8 fluorescence;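 active means inhibition above that plate's mean sample inhibition plus 3 SD, cut at about 26% in these data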;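 further: 0% = ATP-challenged DMSO wells and 100% = DMSO wells without ATP; some compounds past the cut are filed as inactive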
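Test system: parental CHO cells; detection: calcium-sensitive Fluo-8 fluorescence; evaluation: percent inhibition of calcium signal; also added: ATP as calcium-mobilizing challenge; repeats: one well per compound; control set: ATP-challenged DMSO wells low, unchallenged DMSO wells high; compound: single nominal dose of 5.6 µM per compound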
V1R ag counter = agonists of human V1a receptor, primary screen, counter-screen for OXTR agonist project, fluorescence, CHO-V1R cells | activation, % at 3 µM | Fluo-8 calcium fluorescence, agonist mode; 0% DMSO, 100% 3 nM vasopressin | 320,000 compounds, 0.25% hits | Vasopressin V1a receptor (Homo sapiens), P37288;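 active means activation above the mean activation of all tested compounds plus 3 SD, per screening run, cut at about 20% in these data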;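 further: signal is peak over basal fluorescence ratio across a 100 second FLIPR read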
Target sequence (P37288 whole entry, looked up): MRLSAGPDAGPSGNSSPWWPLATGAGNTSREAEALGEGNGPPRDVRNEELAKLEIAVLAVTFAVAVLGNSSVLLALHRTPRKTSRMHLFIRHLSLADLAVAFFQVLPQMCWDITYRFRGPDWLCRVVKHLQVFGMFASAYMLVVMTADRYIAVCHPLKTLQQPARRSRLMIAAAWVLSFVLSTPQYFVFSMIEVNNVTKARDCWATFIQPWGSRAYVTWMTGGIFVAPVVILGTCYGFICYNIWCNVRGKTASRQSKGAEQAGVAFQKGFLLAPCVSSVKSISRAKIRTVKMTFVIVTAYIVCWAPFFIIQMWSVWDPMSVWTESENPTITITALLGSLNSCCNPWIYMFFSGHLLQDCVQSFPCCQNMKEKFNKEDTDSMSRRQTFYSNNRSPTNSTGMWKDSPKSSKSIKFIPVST
CHRM1 agonist = human M1 muscarinic receptor agonists, primary screen, Fluo-8 calcium fluorescence, CHO-K1 cells, HTS | Muscarinic acetylcholine receptor M1 (Homo sapiens), P11229 | CHO-K1 hM1, agonist mode; 0% DMSO, 100% acetylcholine EC100 | activation, % at 3 µM | 360,000 compounds, 0.33% hits | AID 588814, 2011;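 active means activation above the run's mean compound activation plus 3 SD, cut at about 16% in these data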;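 further: peak over basal fluorescence ratio within a 140 s kinetic read after compound addition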
CHRM1 PAM = human M1 muscarinic receptor positive allosteric modulators, primary screen, CHO-K1 cells, Fluo-8 calcium fluorescence, 1536-well; Muscarinic acetylcholine receptor M1 (Homo sapiens), P11229; CHO-K1 hM1, ACh EC20; 0% = ACh EC20, 100% = maximal ACh; activation, % at 3 µM; 360,000 compounds, 0.088% hits; in the data active means activation above about 19%, passing the limit was not always enough
TAAR1 antagonist = human TAAR1 antagonists, primary screen, Fluo-8 calcium fluorescence, CHO RD-HGA16 cells | 360,000 compounds, 1.5% hits | inhibition, % at 3 µM | antagonist;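 active means inhibition above a per-plate cutoff, the mean inhibition of test compounds on that plate plus 3 SD, cut at about 49% in these data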;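 further: 0% = DMSO plus EC80 beta-PEA response and 100% = DMSO alone without agonist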
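System: RD-HGA16 CHO cells with stable hTAAR1 and Gα16 | Probe or stimulus: EC80 β-phenethylamine stimulus | Dosing: 3 µM, single point | Times: Dye loading 75 min at 37 °C, then 30 min room temperature | Measured by: Fluo-8 calcium-sensitive fluorescence | Read-out basis: % inhibition of agonist calcium response | Replicates: n of 1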
M1 antag = human M1 muscarinic receptor antagonists, primary screen, CHO-K1 cells, Fluo-8 calcium fluorescence, 1536-well; AID 588852, 2011; CHO-K1 hM1, ACh EC80 antagonist; 360,000 compounds, 1.3% hits; Muscarinic acetylcholine receptor M1 (Homo sapiens), P11229; inhibition, % at 3 µM;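 active means percent inhibition above its own plate's cutoff, namely the mean of that plate's compound wells plus 3 SD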;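 further: peak over basal fluorescence ratio during 140 s after agonist addition; 0% = ACh EC80 plus DMSO and 100% = DMSO alone without agonist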
OXTR potentiator = human OXTR potentiators, primary screen, fluorescence, CHO-OTR cells, Fluo-8 calcium; Fluo-8 calcium fluorescence, potentiator mode; 0% = oxytocin EC15, 100% = EC100; 320,000 compounds, 0.061% hits; activation, % at 3 µM; Oxytocin receptor (Homo sapiens), P30559;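 active means activation above that plate's cutoff, the mean activation of tested compounds plus 3 SD, cut at about 6.6% in these data, passing the limit was not always enough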;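 further: 100% uses oxytocin at 75 nM as the full agonist control; some results filed as inactive read as strong as hits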
Target sequence (P30559 whole entry, looked up): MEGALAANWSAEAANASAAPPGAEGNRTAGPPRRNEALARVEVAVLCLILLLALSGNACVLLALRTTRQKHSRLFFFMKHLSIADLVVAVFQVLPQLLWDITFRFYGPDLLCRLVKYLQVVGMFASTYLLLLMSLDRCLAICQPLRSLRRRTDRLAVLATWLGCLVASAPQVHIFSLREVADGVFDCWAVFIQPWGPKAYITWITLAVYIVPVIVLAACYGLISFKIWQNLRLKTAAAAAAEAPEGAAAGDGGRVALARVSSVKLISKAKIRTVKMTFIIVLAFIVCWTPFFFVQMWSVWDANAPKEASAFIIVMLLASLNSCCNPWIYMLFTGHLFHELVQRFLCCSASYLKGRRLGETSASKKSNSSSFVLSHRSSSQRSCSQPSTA
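Dosing: Single dose, 3.0 µM nominal final compound concentration | Material: Human OTR in CHO cells | Technique: Kinetic Fluo-8 calcium fluorescence | Benchmarks: EC15 oxytocin alone as 0%, 75 nM oxytocin as 100% | Probe or stimulus: Oxytocin at about EC15, sub-maximal agonist stimulus | Incubation: Compound 6 min at room temperature before oxytocin, 100 s read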
OXTR ag = human OXTR agonists, primary screen, fluorescence, CHO-OTR cells, Fluo-8 calcium; AID 2435, 2010; Oxytocin receptor (Homo sapiens), P30559; 320,000 compounds, 0.32% hits; Fluo-8 calcium fluorescence; normalized: DMSO 0%, oxytocin 100%; activation, % at 3 µM;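 active means activation above the mean of all tested compounds plus 3 SD, cutoff set per screening run, cut at about 20% in these data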;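 further: peak over basal fluorescence ratio from a 100 s FLIPR kinetic read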
* = called active by the depositor; nt = not tested or not shown.

SMILES	TAAR1 agonist	CHO parental Ca	V1R ag counter	CHRM1 agonist	CHRM1 PAM	TAAR1 antagonist	M1 antag	OXTR potentiator	OXTR ag
NC(=O)COC(=O)c1ccc(Cl)c(S(=O)(=O)N(Cc2ccccc2)c2ccc(Cl)cc2)c1	2	-23	-0.9	-9	8	23	-6	-15	-1.9
Cc1nnc2sc(SCc3ccc(Cl)cc3)nn2c1=O	-1	-13	0.7	-8	-1	-6	2	-2	1.1
O=C(COc1cc(Cl)c(Cl)cc1Cl)NC(=O)NC1CCCC1	2	5	-0.2	-3	0	-5	-21	3	-0.8
CCOc1ccc(CCNC(=O)COC(=O)/C=C/c2ccco2)cc1OCC	-2	-20	-0.3	-5	2	-19	-4	-7	-1.2
O=C(Nc1cccc(NC(=O)c2ccc3c(c2)OCO3)c1)c1ccccc1	11	-17	1.9	-2	5	-4	-10	2	0.1
O=C(NC(NCC1CCCO1)C(Cl)(Cl)Cl)c1cccc2ccccc12 (stereo not given)	8	-21	-1.7	0	4	-2	0	-17	-3.2
CN(C)c1ccc(NC(=O)COC(=O)CNC(=O)c2cccs2)cc1	8	-17	-0.1	-2	0	5	2	-3	1.3
COc1ccc(N2CC(C(=O)OCC(=O)Nc3ccccc3C)CC2=O)cc1 (stereo not given)	-6	1	0.0	-3	2	4	-4	-3	0.1
O=C(O)C1CC=CCC1C(=O)NC1CCCCC1 (stereo not given)	4	-5	2.1	-9	8	-6	-3	4	1.2
Cc1ccccc1CNC(=O)C(=O)Nc1nccs1	-1	-14	0.3	-3	5	23	-4	-10	-1.2
COc1cccc(-c2nc(CS(=O)(=O)CC(=O)Nc3ccccc3Cl)c(C)o2)c1	1	-19	2.1	-3	1	-1	-6	-13	0.9
Cn1c(N)c(C(=O)NCc2ccccc2Cl)sc1=S	7	-23	2.3	-4	0	0	-4	-8	1.0
CS(=O)(=O)N1CCC(C(=O)NCc2ccc3c(c2)OCO3)CC1	2	-5	0.1	-2	10	-20	-8	-2	0.7
O=C(NCc1cccs1)c1csc([C@@H]2O[C@H](CO)[C@H](O)[C@H](O)[C@H]2O)n1	2	nt	nt	-2	6	-32	-17	nt	nt
CCn1cc(/C=C/c2cc[n+](C)cc2)c2ccccc21	8	-4	8.9	-3	4	-25	-8	-15	9.0
CCOc1ccc(CNC(=O)C(C)n2nc(C)c3c(C)n(-c4ccccc4)nc3c2=O)cc1 (stereo not given)	1	-36	2.1	-4	-3	-9	4	-2	-1.5
COc1cccc(-c2csc(N3CCN(C(=S)Nc4cccc(C)c4)CC3)n2)c1	2	2	1.4	-9	-9	13	4	-18	0.1
Cc1nc(-c2cc(C#N)c(=O)[nH]c2C)cs1	5	-10	-0.1	-1	8	-41	-9	-4	0.1
N#CCSc1nc2ccccc2c(=O)n1CCC(=O)NC1CCCCC1	3	-13	0.3	-5	8	7	-1	5	1.5
CCN(CC)S(=O)(=O)c1cc(F)ccc1OC	3	0	0.1	-4	1	15	6	-9	-0.6
COc1ccc(C(=O)CSc2nnc(C3CC3)n2N)cc1	8	-10	-1.0	-6	1	-8	-1	1	-1.3
CCN1C(=O)c2ccccc2S(=O)(=O)c2ccc(C(=O)NCC(OC)OC)cc21	-1	5	1.1	-7	10	5	-11	-4	1.1
Cc1cn2nc(N)c3ccccc3c2n1	8	-3	0.7	-4	-5	2	1	0	0.7
Cc1cccc(NC(=O)COC(=O)CCc2c[nH]c3ccccc23)c1C	9	-19	6.5	1	8	8	-5	-10	2.9
C=CCNC(=O)CN1CCN(Cc2ccc3c(c2)OCO3)CC1	6	5	0.3	-7	7	-9	-12	-7	0.9
C=CCn1c(SCC(=O)Nc2cc(NC(C)=O)ccc2OC)nnc1-c1cccnc1	14	-3	0.5	-4	-1	-6	-6	0	1.4
CCC(C(=O)OCC(=O)NCc1ccc2c(c1)OCO2)c1ccccc1 (stereo not given)	12	2	0.2	-5	7	14	-5	-6	-1.4
Cc1ccc(-n2c(=O)c3sccc3n(CC(=O)NC3CCCC3)c2=O)cc1	1	4	0.0	-3	13	7	-8	3	-1.2
CC(=O)c1ccc(Nc2cc(C)nc3ncnn23)cc1	0	-9	0.6	-3	2	-3	-3	0	-0.7
O=C(O)CC(SCC(=O)Nc1ccccc1)C(=O)O (stereo not given)	2	1	0.4	-6	9	-19	-6	-9	1.9
CN1CCN(C2=C(Cl)C(=O)N(c3ccc(Cl)c(Cl)c3)C2=O)CC1	nt	-10	0.3	0	13	nt	-15	2	0.6
O=C(O)C1CCN(C(=O)COc2ccc(Br)cc2)CC1	0	-1	0.0	-1	10	5	-10	1	0.1
O=c1[nH]n(-c2ccc(Cl)cc2)c(=O)c(Cl)c1Cl	6	-2	-0.3	0	9	-11	-13	2	-0.4
CCc1nc2nc(C)c(NS(=O)(=O)c3ccc(Cl)cc3)c(=O)n2[nH]1	3	12	0.6	1	14	3	-24	-9	0.0
O=C(NCCN1CCOCC1)C1(C(F)(F)F)C/C(=C\Cc2ccccc2)CCCO1 (stereo not given)	0	-21	0.1	10	20	16	-2	-1	-0.4
O=C(NCc1ccco1)c1nc2nc(-c3cccs3)cc(C(F)(F)F)n2n1	-2	-20	-1.1	-2	3	-3	-3	-8	-2.7
N#CCCN1CCN(Cn2c3ccccc3c3ccccc32)CC1	-1	4	-1.7	-5	8	-14	-13	-7	-1.3
Cc1ccc(S(=O)(=O)N2CCCCC2)cc1NC(=O)CSc1ncnc2ccccc12	1	-26	2.5	-6	1	19	1	-11	3.8
NS(=O)(=O)c1ccc(CNC(=O)c2ccc(NS(=O)(=O)c3cccs3)cc2)cc1	3	0	0.2	-4	5	1	-1	0	2.2
COc1ccccc1-c1n[nH]c(=S)o1	6	-10	0.2	-3	8	-10	-28	-4	-1.0
Cc1ccc(-c2nnc(-c3cccs3)o2)cc1	1	-17	2.5	-3	12	0	-13	1	-1.1
Cc1ccc2cc(CCNC(=O)c3ccc(C)c([N+](=O)[O-])c3)c(=O)[nH]c2c1	5	-3	-0.8	-7	1	4	5	-6	-1.7
COc1ccccc1C(=O)NC(=O)COC(=O)c1cccc(OC(F)F)c1	2	-24	-0.5	-5	6	1	-13	3	-0.2
S=c1nc(NCCc2ccccc2Cl)c2ccccc2[nH]1	52*	nt	nt	0	-10	45	13	nt	nt
CN(Cc1ccccc1)C(=O)CCCn1c(=O)c2cccn2c2cccnc21	2	-6	-0.2	-4	0	5	-7	-2	-1.0
COc1cc(-c2ccccc2)nc(N)n1	nt	-4	0.3	-7	6	nt	-3	-4	-0.5
CCOC(=O)c1cc(=O)c2ccc(OCc3ccccc3)cc2o1	6	-16	0.7	-5	-1	-3	6	-5	0.6
CCC(=O)N1c2ccc(S(=O)(=O)N3CCCC3)cc2CC1C (stereo not given)	1	0	-0.7	-5	0	-6	7	-7	-0.4
CCN(C(=O)COC(=O)c1cc(=O)c2ccccc2o1)c1c(N)n(Cc2ccccc2)c(=O)[nH]c1=O	0	1	0.1	-2	8	-38	-11	-3	-0.5
COC(=O)c1cc2occc2n1Cc1ccc(Cl)cc1	15	-17	0.2	-6	-8	25	8	3	-1.2
CC(C)C(NC(=O)C(NC(=O)C1O[C@@H]2OC(C)(C)O[C@@H]2[C@H]2OC(C)(C)O[C@@H]12)C(C)C)C(=O)O (stereo not given in full)	6	-4	0.9	-2	11	-6	-12	4	0.5
CC(C)Cc1nc2oc3c(Cl)ncnc3c2c2c1CCCC2	2	-4	0.5	-4	3	-27	1	-3	-0.8
COc1cccc(-n2c(SCC#N)nnc2-c2cnccn2)c1	7	1	-0.3	-1	4	2	-4	-6	-0.3
C=CCOc1ccc(C2/C(=C(/O)c3ccc4c(c3)CC(C)O4)C(=O)C(=O)N2CCCN2CCOCC2)cc1 (stereo not given)	1	-16	1.0	-2	-1	5	-27	-8	-0.7
Cc1cc(Br)ccc1NC(=O)C1CCN(S(=O)(=O)c2cnc[nH]2)CC1	3	-12	-0.7	-1	1	-19	-3	-6	0.1
COc1cc(/C=C/C(O)=C/C(=O)/C=C/c2ccc(O)cc2)ccc1O	45*	25	21*	18*	-20	81*	39*	-11	22*
COc1cccc(CNC(=O)COC(=O)CCS(=O)(=O)c2ccc(C)cc2)c1	0	nt	nt	-3	-3	-2	5	nt	nt
COc1ncnc2c1oc1ccccc12	3	-4	0.9	-7	11	1	-14	-1	-0.4
COc1ccc(C(=O)Nc2cc3c4c(c2)CC(=O)N4CCC3)cc1	2	-8	-1.0	-2	6	20	-7	-14	0.0
O=C(c1ccco1)N1CCN(c2cc(=O)n(-c3ccc(Cl)cc3)c(=O)[nH]2)CC1	2	-6	-0.1	-4	-6	-7	-2	0	1.2
O=C(c1ccc(COc2ccccc2Cl)o1)N1CCCC1	5	-9	0.8	-5	9	-18	4	-19	-0.7
Cn1c(=O)c(=O)n(C)c2cc(S(=O)(=O)N3CCOCC3)ccc21	7	3	0.8	-4	6	6	-6	2	1.5

Sorted by length of the SMILES (high to low): some entries from above
SMILES	TAAR1 agonist	CHO parental Ca	V1R ag counter	CHRM1 agonist	CHRM1 PAM	TAAR1 antagonist	M1 antag	OXTR potentiator	OXTR ag
O=C(NCc1cccs1)c1csc([C@@H]2O[C@H](CO)[C@H](O)[C@H](O)[C@H]2O)n1	2	nt	nt	-2	6	-32	-17	nt	nt
Cc1ccc(S(=O)(=O)N2CCCCC2)cc1NC(=O)CSc1ncnc2ccccc12	1	-26	2.5	-6	1	19	1	-11	3.8
O=C(NCc1ccco1)c1nc2nc(-c3cccs3)cc(C(F)(F)F)n2n1	-2	-20	-1.1	-2	3	-3	-3	-8	-2.7
COc1ccc(C(=O)CSc2nnc(C3CC3)n2N)cc1	8	-10	-1.0	-6	1	-8	-1	1	-1.3
